mcGAS MS inh = mouse cGAS inhibition by mass spec; Q8C6L5; recombinant mouse cGAS, cGAMP by RapidFire MS; inhibition, % at 12.5 µM; 130,000 compounds, 0.18% hits;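 active means inhibition of cGAS enzyme activity at or above 60%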;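 further: enzyme stimulated by 45 bp dsDNA with ATP and GTP substrates; cGAMP share of summed cGAMP plus half ATP and half GTP signals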
Target sequence (Q8C6L5 whole entry, looked up): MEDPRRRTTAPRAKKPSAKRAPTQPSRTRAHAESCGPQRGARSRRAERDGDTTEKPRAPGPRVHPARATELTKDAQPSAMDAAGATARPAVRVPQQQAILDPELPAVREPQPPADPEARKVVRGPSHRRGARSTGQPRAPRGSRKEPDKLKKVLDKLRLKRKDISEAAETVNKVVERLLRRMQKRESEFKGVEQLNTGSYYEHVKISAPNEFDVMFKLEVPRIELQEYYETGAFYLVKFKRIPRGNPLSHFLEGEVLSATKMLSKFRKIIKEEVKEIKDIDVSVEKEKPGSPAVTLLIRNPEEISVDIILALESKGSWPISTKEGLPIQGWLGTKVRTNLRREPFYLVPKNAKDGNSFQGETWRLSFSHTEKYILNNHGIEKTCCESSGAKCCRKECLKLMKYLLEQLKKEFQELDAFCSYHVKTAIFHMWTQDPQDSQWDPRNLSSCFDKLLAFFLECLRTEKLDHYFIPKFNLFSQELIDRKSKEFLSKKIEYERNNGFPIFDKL
Numbers without * were called inactive; & = joins results of further samples.

SMILES | mcGAS MS inh
CC(OC(=O)Cc1csc(N2CCCC2=O)n1)C1CCCCN1C(=O)OC(C)(C)C (stereo unspecified) | -3
CC[C@H](C)[C@H](NC(=O)CCc1nnc(CCc2ccc(OC)cc2)o1)C(=O)OC | -6
O=c1[nH]cc(CNCc2ccccc2)c(=O)[nH]1 | 4
CNC(=O)c1cccc(CNc2cc(OC)ncn2)c1 | -5
CC(c1ccccn1)N(C)Cc1cc(C(C)(C)C)n[nH]1 (stereo unspecified) | -7
COc1ccc(-c2noc(CN3CCOCC3)n2)cc1 | -1
CCc1noc(CS(=O)C(C)C(=O)Nc2c(F)cccc2F)n1 (stereo unspecified) | 2
CCn1c(CC2CCNCC2)nn(Cc2noc(COC)n2)c1=O | -25
CC(=O)O[C@@H](C)C(=O)N1CCc2c([nH]c3ccccc23)C1c1ccc(C(F)(F)F)cc1 (stereo partly specified) | 1
COc1ccc(N(CCC(N)=O)Cc2ccc(F)c3cccnc23)cc1 | -4
CCCCCn1c(C)c(C)n2c3c(=O)n(C)c(=O)n(C)c3nc12 | 0
CCOC(=O)C1=C(C)NC(=S)NC1c1cccc(OC)c1 (stereo unspecified) | -10
COc1ccc(C2c3c(oc4cc(C)c(Cl)cc4c3=O)C(=O)N2c2cc(C)on2)cc1 (stereo unspecified) | -10
CC(C)c1ccc(NC2CCCN(CC(=O)Nc3cnn(C)c3)C2)cc1 (stereo unspecified) | 20
CC1(C(=O)Nc2ccccc2F)CCN1C(=O)CC1CCCC1 (stereo unspecified) | -6
CSCCC(C)NCCc1nc2c(C)cccc2[nH]1 (stereo unspecified) | -22
c1ccc(C(c2nnnn2-c2ccccc2)N2CCOCC2)cc1 (stereo unspecified) | -4
Cc1cccc(CN2CCN(C(=O)c3cn4ccsc4n3)C(C)C2=O)c1 (stereo unspecified) | 3
Cc1cnn(Cc2cccc(F)c2)c1NC(=O)C(=O)N1CCCCC1C (stereo unspecified) | -3
O=C(O)CS(=O)(=O)Cc1cccs1 | 2
CNC(=O)c1ccc(-c2ccnc3c2ccn3C)o1 | 7
Cc1ccoc1C(=O)N1CCCC(O)(CN(C)C)CC1 (stereo unspecified) | -14
CC1(C)CC2CC(C)(CN2C(=O)c2cc3c(s2)CCCC3)C1 (stereo unspecified) | -32
CC1CCc2c(sc3ncnc(SCC(=O)N(C)C4CCS(=O)(=O)C4)c23)C1 (stereo unspecified) | 17
COC(=O)C1C(=O)C2=C(CC1C)N=C(C)C(C(=O)OC1CCCC1)C2c1cccs1 (stereo unspecified) | 12
Cc1ccccc1NC(=O)CSc1ccc(-c2ccc(-n3ccnc3)cc2)nn1 | -4
CCSc1cncc(N2CCC(c3ccc(OC)cc3)C2)n1 (stereo unspecified) | -4
CC(C)OC(=O)CCNC(=O)C1(C#N)CCCC1 | -5
Cc1ccc(-c2ccnc(NCc3cnn4ccccc34)n2)c(C)n1 | -5
O=C1CCCC2=Nc3ncnn3C(c3cn(-c4ccccc4)nc3-c3cccnc3)C12 (stereo unspecified) | 2
Cc1[nH]c2ccccc2c(=O)c1CCC1(C)NCCc2[nH]cnc21 (stereo unspecified) | 9
O=C(c1cc2n(n1)CCCN(C(=O)c1cccc3c1OCC3)C2)N1CCCC1 | -18
Cc1c(C(=O)O)sc2nc[nH]c(=O)c12 | -6
CC1(C)S[C@@H]2[C@H](NC(=O)[C@H](N)c3ccc(O)cc3)C(=O)N2[C@H]1C(=O)O | 8&10
Fc1ccc(Cn2c(-c3cc(-c4ccccc4)nc4ccccc34)n[nH]c2=S)cc1 | -4
CCN(c1ccc(C(=O)Nc2ccncc2)cc1)C(C)C | 3
COc1cc2ccc(=O)oc2c(O)c1O | 0
Cc1nc(CC(=O)NCCc2nc(-c3ccccc3)no2)cs1 | -11
COc1cc(S(=O)(=O)NCc2ccco2)ccc1Br | -11
Cn1c(-c2ccc(C(C)(C)C)cc2)n[nH]c1=S | -4
CN(C)c1ccc(N)cc1CN(Cc1ccco1)C(=O)NC(C)(C)C | -6
COc1ccccc1-c1nn(CN(CC(C)C)C2CCS(=O)(=O)C2)c(=S)o1 (stereo unspecified) | -3
CCc1c(C(=O)OC)cnn1-c1cc(Nc2c(F)cccc2F)ncn1 | -6
CCCOc1ccc(S(=O)(=O)NCCCN2CCOCC2)cc1C | -9
O=C1OC(/C=C/c2ccccc2)=NC/1=C/c1ccccc1Cl | -5
Cn1c(O)c(N=NC(=O)c2cc(Br)ccc2O)c2ccccc21 | 9
COc1cc(C(=O)NCCNc2ccc(Nc3cc(C)ccn3)nn2)cc(OC)c1OC | -8
CC(C(=O)Nc1cc(Cl)ccc1C#N)n1nc(-c2cccs2)ccc1=O (stereo unspecified) | -4
COc1ccc(OC)c(NC2=NC3CS(=O)(=O)CC3S2)c1 (stereo unspecified) | 12
CC(C)c1cc(C(=O)N(Cc2nccn2C)C2CC2)nc(N)n1 | -8
CC(C)(C)C(NS(=O)(=O)CCCC#N)c1cccc(F)c1 (stereo unspecified) | -10
Cc1cc(O)c(C(c2ccncc2)N2CCN(c3ccccn3)CC2)c(=O)n1Cc1ccco1 (stereo unspecified) | -7
O=C(NNC(=O)C1CCCO1)c1ccco1 (stereo unspecified) | -4
COc1ccc(NS(=O)(=O)N2CCc3ccccc3C2)cn1 | -13
O=C(Cc1csc(-n2cccc2)n1)Nc1ccc(N2CCOCC2)cc1 | -15
O=c1c2cccnc2ncn1CC(O)c1ccc(Cl)cc1 (stereo unspecified) | -7
COc1cccc(C2c3c(oc4ccc(C)cc4c3=O)C(=O)N2c2nccs2)c1 (stereo unspecified) | -7
c1ccc(CC2CN(Cc3nc4c(s3)CCCC4)CCO2)cc1 (stereo unspecified) | -2
Cc1ccc(C(=O)CCC(=O)N2CCC(N3CCOCC3)C2)s1 (stereo unspecified) | -7
COc1ccc(Cl)cc1NCC(=O)Nc1cnc(C(C)(C)C)nc1 | 2

(further entries)
SMILES | mcGAS MS inh
COC(=O)c1cc2n(n1)CCCN(C(=O)c1c(C)nc3sccn13)C2 | -16
Cc1ccc(CNC(=O)c2cn(C)c3c(=O)n(Cc4ccccc4)c(=O)[nH]c23)cc1 | 7
CCSC1=C(C(C)=O)C(=O)n2c1cc1c2CCCC1 | -21
Cc1csc(NC(=O)c2ccccc2S(C)(=O)=O)n1 | -3
CCOc1c(CC)cnc2c1c(=O)n(CC(=O)N(CC)CC)c(=O)n2C | -4
Cc1ccc(CNC(=O)CSc2nc(=O)n3cccc(C)c3n2)cc1 | -1
CCN(CCC(F)(F)F)C(=O)c1cccc(Oc2ccncc2)c1 | -6
CCCCn1c(=O)[nH]c(=O)c2c1nc(CSc1nnnn1C1CC1)n2C | -4
Cc1ccc2c(c1)CCCN2C(=O)c1cc(S(=O)(=O)N(C)C)ccc1N1CCOCC1 | 1
COc1cc(-c2nnc(SCc3c(F)cccc3Cl)o2)cc(OC)c1OC | 10
Cc1oc2ncn(C)c(=O)c2c1C(=O)OCc1ccc(C#N)cc1 | -12
COCc1nc(NCCNC(=O)c2ccc(F)cc2)c2cnn(C)c2n1 | -18
CCCCNC(=O)C1(C)CCCCN1Cc1ccc(OCc2ccccc2)cc1 (stereo unspecified) | 1
O=C(Nc1ncccn1)C1CCN(C(=O)C2(c3ccccc3)CCC2)CC1 | -19
CCOC(=O)c1ccsc1NC(=O)c1nc2ccccc2s1 | -3
COc1ccc(CC2CN(Cc3ccc4nonc4c3)CCO2)cc1 (stereo unspecified) | -11
CC(C)C(=O)Nc1cc(-n2nnnc2C2CC2)ccc1F | -3
Cc1ncc(CN2CCCC(CCc3ccc(F)c(F)c3)C2)[nH]1 (stereo unspecified) | -11
O=C(c1occc1-c1ccccc1)N1CCN(S(=O)(=O)c2c(F)cccc2F)CC1 | 9
CCC(C)C(N)c1ccc(Cl)cc1 (stereo unspecified) | -5
N#CC(NC(=O)CC(c1ccccc1)C(F)(F)F)c1ccsc1 (stereo unspecified) | -25
CC1CC(OCC(O)CN2CCC(CN3C(=O)c4cccc5cccc(c45)C3=O)CC2)CC(C)(C)C1 (stereo unspecified) | -4
CCN(C)c1ccc(C(=O)Nc2cccc(Oc3cccnn3)c2)cc1 | -3
N#CCCn1ccc2ccccc21 | -3
CSc1nnc(SCC(=O)NCC2(c3ccccc3)CCOCC2)s1 | -2
Cc1nc2n(n1)C(=O)C(C(c1ccc(Cl)cc1)N1CCC(C(N)=O)CC1)S2 (stereo unspecified) | -5
COC(C)(C)c1noc(-c2cc(C)on2)n1 | -9
CCCn1nccc1C(=O)N1CCNCC1C(=O)N1CCCC1 (stereo unspecified) | -5
CC1=C(C(N)=O)C(c2ccc(C(F)(F)F)cc2)n2ncnc2N1 (stereo unspecified) | 4
O=C1C2=C(Nc3ccccc3SC2c2ccco2)c2ccccc21 (stereo unspecified) | -12
COC(=O)c1ccc(CN(Cc2cccc(OC)c2OC)C2CC2)o1 | -2
CSc1cccc(NC(=O)N2CCCCC2CCN2CCCC2=O)c1 (stereo unspecified) | -8
Cc1nn(-c2ccc(C(C)C)cc2)c(C)c1CCC(=O)N(C)CCc1ccccn1 | 5
O=C1CCC2(CCN1)CCN(C(=O)c1cnc(-c3cccs3)nc1)CC2 | -26
FC(F)(F)C1=NCCN=C(c2ccccc2)C1 | -25
O=C(CCN1CCc2sccc2C1)NC1CCCCC1 | -8
O=C(O)CN(CCN(CC(=O)O)CC(=O)O)CC(=O)O | -1&-1&1
COc1cc(-c2nccn2CCc2cnc[nH]2)cc2c1OCO2 | -12
CCN(Cc1ccco1)C(=O)/C=C/c1cn(C)c(=O)n(C)c1=O | 5
CC1=NNc2nc3c(c(=O)n(Cc4ccccc4C)c(=O)n3C)n2C1C (stereo unspecified) | -2
NC1=NC2=C(CCCC2)C2(CCCCC2)S1 | -6
O=S(=O)(c1ccccc1Br)N1CCN(Cc2ccccc2F)CC1 | 2
O=S(=O)(c1ccccc1Br)N1CCNCC1 | 1
CN(c1ccccc1)S(=O)(=O)c1cccc(NS(=O)(=O)c2cccc(Cl)c2Cl)c1 | 43
CCOC(=O)[C@@H]1C[C@@H]1c1[nH]cnc1-c1ccccc1 | -20
O=c1[nH]c2sc3c(O)c4ccccc4c(=O)c-3c(-c3ccccc3O)c2s1 | -19
CCCc1ncc(C(=O)c2ccc(OC)cc2)n1C | -4
COC(=O)n1c(=O)oc2cc(S(=O)(=O)N3CCOCC3)ccc21 | -5
Cc1ccc(NC(=Nc2nc(C)cc(C)n2)NC(=O)c2ccc([N+](=O)[O-])cc2)cc1 | -4
O=C(NCCc1cnccn1)C1CCC(=O)N(CCc2ccccc2)C1 (stereo unspecified) | -6
Cc1ccc(CC(=O)N(CC2CCC2)CC(F)(F)F)cn1 | -1
CN(CCNC(=O)Cc1ccccn1)S(C)(=O)=O | -36
CCN1C(C)=C(C)S/C1=C1\SC(=S)N(Cc2ccccc2)C1=O | -15
Cc1cn2c3c(=O)n(CCN4CCOCC4)c(=O)n(C)c3nc2n1-c1ccc(Br)cc1 | 1
CN1CCN(Cc2ncc(Cl)n2C)c2cc(Cl)ccc21 | 3
COc1cc2c(=O)[nH]c(-c3ccccn3)nc2cc1OC(F)F | -4
OCC1(O)CCCN(c2cc(C(F)(F)F)nc(N3CCCC3)n2)CC1 (stereo unspecified) | -4
CC(=O)N1CCC(NCc2ccc3[nH]c(-c4ccc(F)cc4)c(C)c3c2)CC1 | -9
CCOC(=O)c1nn(-c2ccccc2Cl)c(=O)cc1OCC(=O)Nc1cccc(NC(C)=O)c1 | -11
Oc1ccc(Cl)cc1C1SCCCS1 | -7

Next section, starting with the last 7 of the part before.
SMILES | mcGAS MS inh
Cc1cn2c3c(=O)n(CCN4CCOCC4)c(=O)n(C)c3nc2n1-c1ccc(Br)cc1 | 1
CN1CCN(Cc2ncc(Cl)n2C)c2cc(Cl)ccc21 | 3
COc1cc2c(=O)[nH]c(-c3ccccn3)nc2cc1OC(F)F | -4
OCC1(O)CCCN(c2cc(C(F)(F)F)nc(N3CCCC3)n2)CC1 (stereo unspecified) | -4
CC(=O)N1CCC(NCc2ccc3[nH]c(-c4ccc(F)cc4)c(C)c3c2)CC1 | -9
CCOC(=O)c1nn(-c2ccccc2Cl)c(=O)cc1OCC(=O)Nc1cccc(NC(C)=O)c1 | -11
Oc1ccc(Cl)cc1C1SCCCS1 | -7
CN(C)C1CCN(c2ccc(NC(=O)c3cccs3)cc2F)CC1 | -6
Cc1nsc(N2CC(C)OC(C)C2)n1 (stereo unspecified) | -2
CC(=O)N1CCc2cc(NC(=O)C3(C)CCN3Cc3ccc(OC(C)C)cc3)ccc21 (stereo unspecified) | -8
CC(C)CC(NC(=O)c1ccc(F)cc1Br)c1ccccc1 (stereo unspecified) | -9
Cc1ccc(C(O)COc2ccc(CO)cc2)cc1C (stereo unspecified) | -5
COc1ccc(/C=C\C(=O)Nc2c3c(nn2-c2cccc(Cl)c2)CSC3)cc1OC | -5
CC(C)c1nccn1C(C)c1ccc(-n2cncn2)cc1 (stereo unspecified) | -3
O=C1Nc2cc(Cl)ccc2/C1=C/c1cccs1 | 1
CN(C(=O)CSc1nnc(-c2ccc(Cl)cc2)n1CC1CCCO1)C1CCCCC1 (stereo unspecified) | -5
CC(=O)N1CCc2cc(NC(C)C(=O)Nc3ccccc3C)ccc21 (stereo unspecified) | -5
O=C(O)CCN1C(=O)/C(=C/c2ccc(-c3ccc([N+](=O)[O-])cc3)o2)SC1=S | -4

6 structures already listed, sorted by count of non-hydrogen atoms, ascending.
SMILES | mcGAS MS inh
Cc1ccc(C(O)COc2ccc(CO)cc2)cc1C (stereo unspecified) | -5
CC(C)CC(NC(=O)c1ccc(F)cc1Br)c1ccccc1 (stereo unspecified) | -9
CN(C)C1CCN(c2ccc(NC(=O)c3cccs3)cc2F)CC1 | -6
CC(=O)N1CCc2cc(NC(C)C(=O)Nc3ccccc3C)ccc21 (stereo unspecified) | -5
O=C(O)CCN1C(=O)/C(=C/c2ccc(-c3ccc([N+](=O)[O-])cc3)o2)SC1=S | -4
COc1ccc(/C=C\C(=O)Nc2c3c(nn2-c2cccc(Cl)c2)CSC3)cc1OC | -5

These rows are one share of the data; the hit share may differ from the screen's.
